E coli Lon inh: E. coli protease La inhibition. 360,000 compounds, 0.42% hits. inhibition, % at 7.94 µM. purified E. coli Lon protease, fluorescence polarization. AID 602123; in the data active means inhibition above about 13%, passing the limit was not always enough;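 further: 0% = enzyme with probe and DMSO and 100% = no enzyme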
STEP inh: blocks human striatal-enriched tyrosine phosphatase; 360,000 compounds, 0.25% hits; recombinant STEP, OMFP fluorogenic substrate, fluorescence; inhibition, % at 20 µM; P54829;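 active means inhibition at 20 µM, scaled per plate between control wells, above about 37%, limit read from the data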;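 further: 0% = DMSO with enzyme and substrate and 100% = substrate only without enzyme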
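System: STEP (striatal-enriched tyrosine phosphatase) enzyme, cell-free; medium: Bis-Tris pH 6.0 buffer with DTT, detergent; dosing: 20 µM, 1% DMSO; times: reaction 20 min, ambient temperature; detection: fluorescence, 480/540 nm; read-out basis: normalized % inhibition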
SUMO1-SIM PPI: modulators of human SUMO1-mediated protein-protein interactions; AID 602429; SUMO1 binding to a labelled peptide, TR-FRET, 1 h; 360,000 compounds, 0.33% hits; inhibition, % at 20 µM; in the data active means inhibition above about 37%
Target sequence (P63165 whole entry, looked up): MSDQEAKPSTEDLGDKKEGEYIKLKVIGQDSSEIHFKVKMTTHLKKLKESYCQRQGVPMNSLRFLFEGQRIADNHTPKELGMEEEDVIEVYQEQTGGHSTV
DNMT1 inh: DNMT1 (human) enzyme inhibition; DNMT1 molecular beacon, Hinp1I cleavage, fluorescence; inhibition (reported as % activation of signal), % at 10 µM; 360,000 compounds, 0.83% hits; P26358; in the data active means inhibition above about 50%
bovine MsrA act: bovine methionine sulfoxide reductase A activation | purified bovine MsrA, absorbance read-out | activation, % at 10.6 µM | 360,000 compounds, 0.3% hits | AID 602163; in the data active means activation above about 7.5%;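 further: 0% = vehicle and 100% = reference activator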
LMPTP inh: LMPTP (human) inhibition; inhibition, % at 20 µM; P24666; AID 651560; recombinant LMPTP-A, OMFP fluorogenic substrate, fluorescence intensity; 360,000 compounds, 0.22% hits;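 active means compounds that cut the enzyme signal by at least half of the control window in the single-dose screen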;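 further: plate controls were DMSO wells with enzyme plus substrate for no effect and substrate without enzyme for full effect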
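material = LMPTP-A | quantity = 0.625 nM enzyme | reagent = OMFP substrate, 400 µM final | buffer or medium = Bis-Tris pH 6.0, DTT, detergent | detection = endpoint fluorescence intensity from OMFP dephosphorylation | dosing = single 20 µM dose | read-out basis = % inhibition relative to no-enzyme and uninhibited control wells | control set = no-enzyme and uninhibited controls | timing = 50 min at room temperature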
Scp-1 inhibitor: blocks human Scp-1 phosphatase activity; Recombinant Scp1, phosphopeptide, malachite green phosphate absorbance; AID 493091; inhibition, % at 20 µM; Q9GZU7; 340,000 compounds, 0.88% hits;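 active means inhibition above about 50% at 20 µM, limit read from the data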;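 further: plate controls were DMSO wells with enzyme for no effect and wells lacking enzyme for full effect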
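assay system = SCP-1 phosphatase catalytic domain, residues 76-261 | buffer or medium = 50 mM Tris acetate pH 5.5, 0.005% Tween-20, 10 mM MgCl2 | incubation = enzyme reaction 45 min at room temperature, colour 5 min, stabilisation 30 min | signal = Phosphate-binding colour reagent, absorbance read at 630 nm | measure = % inhibition at 20 µM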
TbMetRS inhib: Trypanosoma brucei MetRS inhibition; purified T. brucei MetRS, ATP depletion, Kinase-Glo luminescence; inhibition, % at 11.9 µM; 360,000 compounds, 0.4% hits;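 active means inhibition above a per-plate cutoff of the control wells' mean inhibition plus 3 SD, cut at about 5.5% in these data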;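 further: 0% = DMSO wells median and 100% = median of wells with control inhibitor compound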
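System: purified T. brucei MetRS enzyme / Detection: Kinase-Glo luciferase luminescence reporting remaining unconsumed ATP / Medium: HEPES buffer with MgCl2, KCl, DTT, spermine, BSA, pyrophosphatase / Replication: singlicate, one well per compound / Evaluation: percent inhibition relative to median high and low control wells / Schedule: 2 h aminoacylation at 25 °C after 15 min preincubation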
MsrA inhibitor: inhibitors of bovine MsrA; purified bovine MsrA, absorbance read-out; inhibition, % at 15.5 µM; 360,000 compounds, 0.75% hits; AID 651718; in the data active means inhibition above about 4.5%;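 further: 0% = vehicle wells with enzyme and 100% = reference inhibitor wells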
NRP1-CendR mod: alters CendR peptide binding to human NRP-1; FAM-RPARPAR peptide binding to NRP-1, fluorescence polarization; AID 602438; 360,000 compounds, 0.85% hits; inhibition, % at 25 µM;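 active means inhibition or corrected inhibition above about 18%, plus a signal ratio from 0.5 to 1.5, limit read from the data, passing the limit was not always enough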; further: strong numbers were not always called active
Target sequence (O14786 whole entry, looked up): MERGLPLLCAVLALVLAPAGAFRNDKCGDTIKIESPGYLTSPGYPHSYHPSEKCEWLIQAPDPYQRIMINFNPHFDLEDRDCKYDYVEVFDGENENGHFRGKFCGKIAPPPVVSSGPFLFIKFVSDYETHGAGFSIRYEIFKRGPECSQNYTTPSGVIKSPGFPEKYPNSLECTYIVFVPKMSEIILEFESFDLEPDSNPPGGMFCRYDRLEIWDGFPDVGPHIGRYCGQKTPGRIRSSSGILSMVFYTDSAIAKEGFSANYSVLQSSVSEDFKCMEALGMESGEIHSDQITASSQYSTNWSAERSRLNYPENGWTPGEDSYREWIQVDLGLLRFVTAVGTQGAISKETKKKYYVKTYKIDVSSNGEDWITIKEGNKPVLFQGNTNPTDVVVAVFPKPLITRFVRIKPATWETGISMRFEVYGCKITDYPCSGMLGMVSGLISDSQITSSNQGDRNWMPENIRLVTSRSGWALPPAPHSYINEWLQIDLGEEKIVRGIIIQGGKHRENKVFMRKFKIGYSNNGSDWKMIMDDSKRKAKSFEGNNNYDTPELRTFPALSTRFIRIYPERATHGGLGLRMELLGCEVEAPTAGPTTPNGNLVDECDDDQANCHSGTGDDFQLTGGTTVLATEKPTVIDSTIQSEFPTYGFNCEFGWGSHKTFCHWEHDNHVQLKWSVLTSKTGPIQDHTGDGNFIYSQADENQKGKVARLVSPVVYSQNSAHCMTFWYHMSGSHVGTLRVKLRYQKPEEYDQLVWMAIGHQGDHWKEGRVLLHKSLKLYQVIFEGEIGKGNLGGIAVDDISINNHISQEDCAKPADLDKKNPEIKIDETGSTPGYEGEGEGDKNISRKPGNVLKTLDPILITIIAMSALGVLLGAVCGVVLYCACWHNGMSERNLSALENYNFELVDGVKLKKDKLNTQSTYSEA
* = called active by the depositor; . = not tested or not shown.

1. O=C(/C=C/c1cccs1)Nc1scc(-c2ccccc2)c1C(=O)O
2. COc1ccc(CCNC(=O)C(C(=O)c2ccccc2)n2ccccc2=O)cc1OC (centres undefined)
3. Cc1nn(CC(=O)Nc2cc(S(=O)(=O)N3CCOCC3)ccc2Cl)c(C)c1[N+](=O)[O-]
4. Cn1nnnc1SCCNCc1ccccc1OCc1ccc(F)cc1
5. CCOc1ccccc1NC(=O)c1ccccc1-c1ccccc1
6. Cc1noc(C)c1-c1ccc(C(=O)NCC2CC2)c2occc12
assay / entry	1	2	3	4	5	6
MsrA inhibitor	11*	-0.3	-0.4	-1.3	-0.8	-1.1
LMPTP inh	0.4	-1.2	-0.4	-1.0	0.8	-1.3
SUMO1-SIM PPI	16	2	-1	3	-1	4
bovine MsrA act	-9	-3	-1	-3	-2	-2
TbMetRS inhib	0.4	-0.3	0.3	0.1	-0.3	-0.1
E coli Lon inh	-7	0	2	2	-1	5
Scp-1 inhibitor	13	-8	0	-14	-10	.
DNMT1 inh	3	3	4	2	2	1
STEP inh	-5	2	-2	0	3	-1
NRP1-CendR mod	-72	0	0	4	3	-14

The list goes on; it opens with the 4 that closed the last part.
3. Cc1nn(CC(=O)Nc2cc(S(=O)(=O)N3CCOCC3)ccc2Cl)c(C)c1[N+](=O)[O-]
4. Cn1nnnc1SCCNCc1ccccc1OCc1ccc(F)cc1
5. CCOc1ccccc1NC(=O)c1ccccc1-c1ccccc1
6. Cc1noc(C)c1-c1ccc(C(=O)NCC2CC2)c2occc12
7. CC1CN(C(=O)COC(=O)c2ccccc2O)CC(C)O1 (centres undefined)
8. COc1ccc(CCNC(=O)CC2Oc3ccc(Cl)cc3NC2=O)cc1OC (centres undefined)
9. CCc1nccn1Cc1cc(C=O)ccc1OC
10. CCN(C(=O)COC(=O)c1cn(-c2ccccc2)nc1-c1ccccc1)C1CCS(=O)(=O)C1 (centres undefined)
11. CC1CCCCC1NC(=O)Cn1cccc1C(=O)c1ccccc1 (centres undefined)
12. O=C(NCc1ccccc1)C1CCCN(S(=O)(=O)c2ccc(F)cc2)C1 (centres undefined)
assay / entry	3	4	5	6	7	8	9	10	11	12
MsrA inhibitor	-0.4	-1.3	-0.8	-1.1	-1.4	-1.0	-0.6	-0.3	-0.5	-0.2
LMPTP inh	-0.4	-1.0	0.8	-1.3	-0.7	-1.0	2.5	-1.9	-1.1	-0.9
SUMO1-SIM PPI	-1	3	-1	4	0	1	2	0	-3	0
bovine MsrA act	-1	-3	-2	-2	-13	-2	0	-2	-1	0
TbMetRS inhib	0.3	0.1	-0.3	-0.1	-0.7	-0.2	0.1	-0.6	-0.2	0.4
E coli Lon inh	2	2	-1	5	-2	-12	-4	4	-5	-1
Scp-1 inhibitor	0	-14	-10	.	-1	-12	-4	-5	-6	-7
DNMT1 inh	4	2	2	1	1	1	0	1	1	-1
STEP inh	-2	0	3	-1	-2	-1	5	-1	-1	2
NRP1-CendR mod	0	4	3	-14	11	3	0	6	14	6

13. Cc1ccc2c(c1)c(C1=NC(=S)NC1=O)c(O)n2C
14. CCc1nc2ccc(C(=O)NCCc3ccccn3)cn2c1N(CCC(C)C)CCN(C)C
15. CC(=O)C1=C(C)NC(C)=C(C(C)=O)C1c1cccs1
16. CC(=O)c1cccc(CN2CCC(CO)(CCOc3ccccc3)CC2)c1
17. Cc1ccsc1/C=N/Nc1ncc(Cl)cc1Cl
18. COc1cc(/C=C/C(=O)OCC(=O)NC(=O)NC2CCCCC2C)ccc1OC(F)F (centres undefined)
assay / entry	13	14	15	16	17	18
MsrA inhibitor	2.1	-0.1	0.5	-0.8	2.7	0.3
LMPTP inh	1.6	-1.7	0.0	-0.4	0.6	1.8
SUMO1-SIM PPI	-16	-1	-1	0	-5	8
bovine MsrA act	0	-6	-4	-1	-3	-2
TbMetRS inhib	0.5	-0.3	-0.8	0.1	-1.0	-0.2
E coli Lon inh	3	6	-2	-8	3	-4
Scp-1 inhibitor	4	.	-5	-7	-1	-2
DNMT1 inh	0	6	-2	1	0	-5
STEP inh	2	-4	0	0	0	-4
NRP1-CendR mod	3	5	5	-2	8	-18

19. O=[N+]([O-])c1ccc(N2CCN(C(=S)Nc3ccc(F)cc3)CC2)cc1
20. COc1ccc(C(=O)Nc2ccc(C(=O)NCCc3ccccc3)cc2)cc1
21. COc1ccc(CC(=O)Nc2ccc(S(=O)(=O)N3CCOCC3)cc2)cc1
22. CCN(C(=O)c1cn(C)c(=O)c2cc(OC)c(OC)cc12)c1cc(OC)ccc1OC
23. Cc1ccccc1/C=C1\OC(=O)c2ccccc21
24. O=C(CCCN1C(=O)/C(=C\c2ccco2)SC1=S)Nc1ccc2ccccc2c1
assay / entry	19	20	21	22	23	24
MsrA inhibitor	3.4	0.4	0.0	1.4	0.4	1.1
LMPTP inh	1.1	15	-0.3	2.1	3.0	8.1
SUMO1-SIM PPI	-28	-1	-2	-2	-3	6
bovine MsrA act	-1	-3	-4	-2	-11	-6
TbMetRS inhib	0.1	0.4	0.2	-0.5	-1.0	0.3
E coli Lon inh	-3	-2	-6	3	13	-25
Scp-1 inhibitor	-9	5	-8	0	-11	-4
DNMT1 inh	-2	23	-2	-1	0	-7
STEP inh	0	1	-2	0	2	1
NRP1-CendR mod	-3	0	8	16	-5	-63

25. Cc1ccc(Cl)cc1-c1cc(C(=O)NCc2cccc(Cl)c2)[nH]n1
26. O=C(/C=C/c1ccccc1[N+](=O)[O-])NCCCn1ccnc1
27. CCC(C)n1c(NC(=O)c2ccccc2)c(C#N)c2nc3ccccc3nc21 (centres undefined)
28. Cc1ccc(S(=O)(=O)NNC(=O)c2cc(C)cs2)cc1
29. CC(NC(=O)CSc1ncccn1)c1ccccc1 (centres undefined)
30. CC(=O)Nc1ccc(NC(=O)C2CCCN(S(=O)(=O)c3ccc(Cl)cc3)C2)cc1 (centres undefined)
assay / entry	25	26	27	28	29	30
MsrA inhibitor	-0.9	1.1	0.1	-0.3	-0.4	-1.1
LMPTP inh	2.1	-6.3	16	0.9	-0.9	-0.9
SUMO1-SIM PPI	3	-16	43*	1	5	3
bovine MsrA act	-7	-1	-2	-1	-1	-1
TbMetRS inhib	-0.2	0.2	3.1	-0.7	-0.5	-0.2
E coli Lon inh	-3	-4	-27	5	10	0
Scp-1 inhibitor	.	-1	-2	-7	-11	-10
DNMT1 inh	0	-1	73*	3	0	5
STEP inh	-1	1	3	-1	-2	0
NRP1-CendR mod	2	-2	-40	-7	10	-3

31. CCC(=O)N1CC2(CC(c3cccc(NC(=O)CC(c4ccccc4)c4ccccc4)c3)=NO2)C[C@H]1C(N)=O (some centres undefined)
32. CC(C)(C)OC(=O)N1CCC(Cc2cc(-c3cccnc3)no2)(C(=O)O)CC1
33. O=C(CCC(=O)NC1CCCCCCC1)Nc1nnc(C(F)(F)F)s1
34. COc1cc(C(=O)O[C@H]2C/C(C)=C/CC[C@@]3(C)O[C@@H]3[C@H](O)[C@@H]2C(C)C)cc(OC)c1OC
35. Cc1cc(NCc2ccncc2)ccc1Br
36. CC(C)OC(=O)CSc1nc2cc3c(cc2cc1C#N)OCO3
assay / entry	31	32	33	34	35	36
MsrA inhibitor	-0.5	-0.7	-1.2	-1.1	0.3	0.3
LMPTP inh	-0.1	-0.1	1.8	3.0	0.8	-1.5
SUMO1-SIM PPI	-3	3	2	8	1	20
bovine MsrA act	1	0	-10	-1	-3	-8
TbMetRS inhib	-0.2	-0.1	-1.3	-0.7	0.1	-1.4
E coli Lon inh	-1	-19	0	8	4	-10
Scp-1 inhibitor	0	-7	2	-13	-6	-6
DNMT1 inh	-5	0	2	-7	-1	0
STEP inh	-3	-1	-1	0	-4	0
NRP1-CendR mod	-4	2	8	-3	7	2

37. CCC(C(=O)NCc1ccc(F)cc1)N(Cc1ccco1)C(=O)c1snc(C(N)=O)c1N (centres undefined)
38. Cc1ccc(C(=O)N2c3ccc(F)cc3CCC2C)o1 (centres undefined)
39. COCCn1c(SCC(=O)Nc2cc(C)on2)nc2c(c1=O)SC(C)C2 (centres undefined)
40. COc1ccccc1C(=O)N1C(CC(=O)Nc2cc(Cl)ccc2C)C(=O)NC2CCCCC21 (centres undefined)
41. CC(C)C(=O)NC(c1ccc(Cl)cc1Cl)c1ccc2cccnc2c1O (centres undefined)
42. Cc1nc2ccc(C(=O)NCCCN3CCCC3=O)cn2c1N(C)C(=O)CCc1ccccc1
assay / entry	37	38	39	40	41	42
MsrA inhibitor	-0.1	0.5	2.2	-0.8	-0.6	0.6
LMPTP inh	-1.7	-1.1	-2.4	0.3	1.3	-1.7
SUMO1-SIM PPI	-10	-2	-7	2	-10	-4
bovine MsrA act	-3	0	-6	-2	-1	1
TbMetRS inhib	-0.2	-0.5	0.4	-0.5	4.0	-0.3
E coli Lon inh	-13	-4	7	0	-2	4
Scp-1 inhibitor	-7	-1	-12	-3	-9	.
DNMT1 inh	-2	-1	11	5	-6	9
STEP inh	1	0	0	-1	2	3
NRP1-CendR mod	-10	6	-6	-13	4	-5

43. O=S(=O)(NCC1CCCO1)c1ccc2ccccc2c1 (centres undefined)
44. C=CCn1c(=S)[nH]c2ccccc2c1=O
45. CCSc1nccc(-c2nn(-c3ccc(C)cc3)ccc2=O)n1
46. Cc1cc(C)cc(NC(=O)CSc2nc(CSc3ccc(Cl)cc3)cc(=O)[nH]2)c1
assay / entry	43	44	45	46
MsrA inhibitor	1.1	0.1	2.6	0.2
LMPTP inh	0.0	-0.6	0.2	2.8
SUMO1-SIM PPI	3	-1	-11	1
bovine MsrA act	-2	-2	-3	-12
TbMetRS inhib	-0.8	0.5	-0.2	-1.6
E coli Lon inh	-13	-12	1	5
Scp-1 inhibitor	-7	1	-5	-8
DNMT1 inh	-1	2	-1	2
STEP inh	0	3	-2	1
NRP1-CendR mod	8	9	-3	-3
